# Assay outcomes from PubChem BioAssay.
# NPC1 promoter act: qHTS Assay for NPC1 Promoter Activators. Huh7 NPC1 promoter luciferase reporter, 24 h. Potency, µM (highest dose often 9.22 µM), for inactives: at the top dose activation, actives largely listed as activators. 320,000 compounds, 2.4% hits;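 note: % of control where 0% means no effect; nearly all actives have a fitted effect of over 60% in size; reporter is driven by a mutant NPC1 promoter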
#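 Quantitative HTS used a cell-based reporter: Huh7 cells stably bearing the NPC1 promoter upstream of luciferase were treated with compounds for 24 h, and promoter activation was read as luminescence.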
# RORg inh: qHTS for inhibitors of ROR gamma transcriptional activity | Drosophila S2 Gal4-RORgamma UAS-luciferase reporter, 20 h | Potency, µM (highest dose often 53.6 µM), for the others: top-dose activity change, negative = inhibition, most hits filed as inhibitors | 310,000 compounds, 5.4% hits | AID 2551, 2010; note: % is set by controls: 0 for no effect and ±100 for the full control effect; nearly all actives have a fitted effect of over 60% in size
#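 Luminescence from a UAS-regulated Photinus luciferase reporter in stably transfected Drosophila Schneider cells is measured; decreased signal marks ROR gamma inhibition. Fusion expression is induced by 700 uM copper sulfate for 20 hr.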
# p53 reactivation: qHTS assay for re-activators of p53 using a Luc reporter; H1299 p53-A138V BP100-luciferase reporter, luminescence, 24 h; Potency, µM (titrated, usually from 92.2 µM), for the others: at the highest dose activity change, positive = activation, hits mostly activators; 320,000 compounds, 0.063% hits; AID 504706, 2011; note: % of control where 0% means no effect; nearly all actives have a fitted effect of over 45% in size
#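 H1299 (p53-null), stable ts p53-A138V + BP100-Luc; 1000 cells/well, Opti-MEM/10% FBS; cpd 4 pt, 1:5; 24 h, 37 deg C, 5% CO2; detection reagent 10 min RT; luminescence.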
# Rab9 promoter act: qHTS Assay for Rab9 Promoter Activators; Huh7 Rab9 promoter-luciferase reporter, luminescence, 24 h; Potency, µM (top dose mostly 9.22 µM), inactives show at the highest dose activation, negative = inhibition, usual class: activators; 320,000 compounds, 2.8% hits; note: % of control where 0% means no effect; nearly all actives have a fitted effect of over 60% in size
#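 Measured in stably transfected Huh7 cells bearing a Rab9 promoter–luciferase construct: 24 h compound treatment at 37 °C, followed by luminescence detection.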
# MBNL1 CUG block: qHTS Assay for Inhibitors of MBNL1-poly(CUG) RNA binding | Potency, µM (top dose mostly 57.5 µM), inactives show at the highest dose activity change, negative = inhibition, usual class: inhibitors | 280,000 compounds, 0.036% hits | Muscleblind-like protein 1 (Homo sapiens), Q9NR56 | AID 2675, 2010 | TR-FRET MBNL1-His/biotin-(CUG)12 binding, 665/545 ratio; active = well fitted inhibition curve with a large enough effect in the signal ratio, with a control signal flat, not every such curve was filed as active; inconclusive = small, poorly fitted or top-dose-only effect, or effect the other way, or a change in a side signal; inactive = no such curve, though single readings can be large or run the other way; the % refers to the signal ratio; note: % is set by controls: 0 for no effect and ±100 for the full control effect
#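 Ratiometric TR-FRET (665 over 545 nm, excitation 340 nm) tracks disruption of MBNL1-His/biotin-(CUG)12 complex after 60 min at room temperature, with compounds at 92 nM to 58 uM final.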
# uPA surface inh: qHTS for Inhibitors of Cell Surface uPA Generation. AID 540303, 2011. 330,000 compounds, 0.31% hits. cell surface uPA generation assay, qHTS. Potency, µM (series often up to 38.3 µM), without a hit: at the top dose activity change, negative = inhibition, usual class: inhibitors; active = well fitted inhibition curve with a large enough effect; inconclusive = small, poorly fitted or top-dose-only effect; inactive = no such curve, though single readings can be large or run the other way; tested in mouse RAW 264.7 cells; note: % is set by controls: 0 for no effect and ±100 for the full control effect; nearly all actives have a fitted effect of over 55% in size
# BRCA1 expr up: qHTS Assay to Identify Small Molecule Activators of BRCA1 Expression; MCF7-BRCA1-FFLuc reporter, luminescence, 48 h; response scale: scaled: vehicle 0%, 10 µM genistein 100%; Potency, µM (titrated, usually from 46.1 µM), without a hit: at the top dose activation, actives largely listed as activators; 380,000 compounds, 1.1% hits; AID 624202, 2012; note: nearly all actives have a fitted effect of over 80% in size; some results filed as inactive show a strong effect at the top dose
#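 Reporter cells (MCF7, BRCA1 promoter-firefly luciferase) received library compounds across a concentration series for 48 h. End-point luminescence was measured and concentration-effect curves derived after normalization.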
# ELG1 genotox: qHTS screen for small molecules that induce genotoxicity in human embryonic kidney (HEK293T) cells expressing luciferase-tagged ELG1; 330,000 compounds, 1.3% hits; Potency, µM (highest dose often 46 µM), inactives show top-dose activity change, positive = activation, actives largely listed as activators; HEK293T ELG1-luciferase reporter, luminescence, 16 h; note: % of control where 0% means no effect; nearly all actives have a fitted effect of over 60% in size
#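 Luminescence read-out: rising ELG1-luciferase signal, reflecting elevated ELG1 protein under genetic stress, flags genotoxic compounds. Cells were treated for 16 hr at 37 °C before ONE-Glo detection.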
# VP16 counter: VP16 counterscreen qHTS for inhibitors of ROR gamma transcriptional activity. Drosophila S2 Gal4-VP16 UAS-luciferase, luminescence, 20 h. Potency, µM (doses to about 53.6 µM), without a hit: at the top dose activity, negative = inhibition, actives largely listed as inhibitors. 310,000 compounds, 3.5% hits. AID 2546, 2010;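 note: Gal4-VP16 expression switched on by copper sulfate through the metallothionein promoter; % is set by controls: 0 for no effect and ±100 for the full control effect; nearly all actives have a fitted effect of over 50% in size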
# CXXC DNA block: qHTS Fluorescence Polarization Assay for Inhibitors of MLL CXXC domain - DNA interaction; Histone-lysine N-methyltransferase 2A (Homo sapiens), Q03164; MLL-CXXC / FITC-HOXA9 DNA fluorescence polarization; 290,000 compounds, 0.037% hits; AID 2662, 2010; Potency, µM (series often up to 115 µM), without a hit: top-dose activity change, negative = inhibition, actives largely listed as inhibitors; active = well fitted inhibition curve with a large enough effect in the polarisation, with a control signal flat, not every such curve was filed as active; inconclusive = small, poorly fitted or top-dose-only effect, or effect the other way, or a change in a side signal; inactive = no such curve, though single readings can be large or run the other way; the % refers to the polarisation
# Target sequence (Q03164 whole entry, looked up, the tested form may be a part): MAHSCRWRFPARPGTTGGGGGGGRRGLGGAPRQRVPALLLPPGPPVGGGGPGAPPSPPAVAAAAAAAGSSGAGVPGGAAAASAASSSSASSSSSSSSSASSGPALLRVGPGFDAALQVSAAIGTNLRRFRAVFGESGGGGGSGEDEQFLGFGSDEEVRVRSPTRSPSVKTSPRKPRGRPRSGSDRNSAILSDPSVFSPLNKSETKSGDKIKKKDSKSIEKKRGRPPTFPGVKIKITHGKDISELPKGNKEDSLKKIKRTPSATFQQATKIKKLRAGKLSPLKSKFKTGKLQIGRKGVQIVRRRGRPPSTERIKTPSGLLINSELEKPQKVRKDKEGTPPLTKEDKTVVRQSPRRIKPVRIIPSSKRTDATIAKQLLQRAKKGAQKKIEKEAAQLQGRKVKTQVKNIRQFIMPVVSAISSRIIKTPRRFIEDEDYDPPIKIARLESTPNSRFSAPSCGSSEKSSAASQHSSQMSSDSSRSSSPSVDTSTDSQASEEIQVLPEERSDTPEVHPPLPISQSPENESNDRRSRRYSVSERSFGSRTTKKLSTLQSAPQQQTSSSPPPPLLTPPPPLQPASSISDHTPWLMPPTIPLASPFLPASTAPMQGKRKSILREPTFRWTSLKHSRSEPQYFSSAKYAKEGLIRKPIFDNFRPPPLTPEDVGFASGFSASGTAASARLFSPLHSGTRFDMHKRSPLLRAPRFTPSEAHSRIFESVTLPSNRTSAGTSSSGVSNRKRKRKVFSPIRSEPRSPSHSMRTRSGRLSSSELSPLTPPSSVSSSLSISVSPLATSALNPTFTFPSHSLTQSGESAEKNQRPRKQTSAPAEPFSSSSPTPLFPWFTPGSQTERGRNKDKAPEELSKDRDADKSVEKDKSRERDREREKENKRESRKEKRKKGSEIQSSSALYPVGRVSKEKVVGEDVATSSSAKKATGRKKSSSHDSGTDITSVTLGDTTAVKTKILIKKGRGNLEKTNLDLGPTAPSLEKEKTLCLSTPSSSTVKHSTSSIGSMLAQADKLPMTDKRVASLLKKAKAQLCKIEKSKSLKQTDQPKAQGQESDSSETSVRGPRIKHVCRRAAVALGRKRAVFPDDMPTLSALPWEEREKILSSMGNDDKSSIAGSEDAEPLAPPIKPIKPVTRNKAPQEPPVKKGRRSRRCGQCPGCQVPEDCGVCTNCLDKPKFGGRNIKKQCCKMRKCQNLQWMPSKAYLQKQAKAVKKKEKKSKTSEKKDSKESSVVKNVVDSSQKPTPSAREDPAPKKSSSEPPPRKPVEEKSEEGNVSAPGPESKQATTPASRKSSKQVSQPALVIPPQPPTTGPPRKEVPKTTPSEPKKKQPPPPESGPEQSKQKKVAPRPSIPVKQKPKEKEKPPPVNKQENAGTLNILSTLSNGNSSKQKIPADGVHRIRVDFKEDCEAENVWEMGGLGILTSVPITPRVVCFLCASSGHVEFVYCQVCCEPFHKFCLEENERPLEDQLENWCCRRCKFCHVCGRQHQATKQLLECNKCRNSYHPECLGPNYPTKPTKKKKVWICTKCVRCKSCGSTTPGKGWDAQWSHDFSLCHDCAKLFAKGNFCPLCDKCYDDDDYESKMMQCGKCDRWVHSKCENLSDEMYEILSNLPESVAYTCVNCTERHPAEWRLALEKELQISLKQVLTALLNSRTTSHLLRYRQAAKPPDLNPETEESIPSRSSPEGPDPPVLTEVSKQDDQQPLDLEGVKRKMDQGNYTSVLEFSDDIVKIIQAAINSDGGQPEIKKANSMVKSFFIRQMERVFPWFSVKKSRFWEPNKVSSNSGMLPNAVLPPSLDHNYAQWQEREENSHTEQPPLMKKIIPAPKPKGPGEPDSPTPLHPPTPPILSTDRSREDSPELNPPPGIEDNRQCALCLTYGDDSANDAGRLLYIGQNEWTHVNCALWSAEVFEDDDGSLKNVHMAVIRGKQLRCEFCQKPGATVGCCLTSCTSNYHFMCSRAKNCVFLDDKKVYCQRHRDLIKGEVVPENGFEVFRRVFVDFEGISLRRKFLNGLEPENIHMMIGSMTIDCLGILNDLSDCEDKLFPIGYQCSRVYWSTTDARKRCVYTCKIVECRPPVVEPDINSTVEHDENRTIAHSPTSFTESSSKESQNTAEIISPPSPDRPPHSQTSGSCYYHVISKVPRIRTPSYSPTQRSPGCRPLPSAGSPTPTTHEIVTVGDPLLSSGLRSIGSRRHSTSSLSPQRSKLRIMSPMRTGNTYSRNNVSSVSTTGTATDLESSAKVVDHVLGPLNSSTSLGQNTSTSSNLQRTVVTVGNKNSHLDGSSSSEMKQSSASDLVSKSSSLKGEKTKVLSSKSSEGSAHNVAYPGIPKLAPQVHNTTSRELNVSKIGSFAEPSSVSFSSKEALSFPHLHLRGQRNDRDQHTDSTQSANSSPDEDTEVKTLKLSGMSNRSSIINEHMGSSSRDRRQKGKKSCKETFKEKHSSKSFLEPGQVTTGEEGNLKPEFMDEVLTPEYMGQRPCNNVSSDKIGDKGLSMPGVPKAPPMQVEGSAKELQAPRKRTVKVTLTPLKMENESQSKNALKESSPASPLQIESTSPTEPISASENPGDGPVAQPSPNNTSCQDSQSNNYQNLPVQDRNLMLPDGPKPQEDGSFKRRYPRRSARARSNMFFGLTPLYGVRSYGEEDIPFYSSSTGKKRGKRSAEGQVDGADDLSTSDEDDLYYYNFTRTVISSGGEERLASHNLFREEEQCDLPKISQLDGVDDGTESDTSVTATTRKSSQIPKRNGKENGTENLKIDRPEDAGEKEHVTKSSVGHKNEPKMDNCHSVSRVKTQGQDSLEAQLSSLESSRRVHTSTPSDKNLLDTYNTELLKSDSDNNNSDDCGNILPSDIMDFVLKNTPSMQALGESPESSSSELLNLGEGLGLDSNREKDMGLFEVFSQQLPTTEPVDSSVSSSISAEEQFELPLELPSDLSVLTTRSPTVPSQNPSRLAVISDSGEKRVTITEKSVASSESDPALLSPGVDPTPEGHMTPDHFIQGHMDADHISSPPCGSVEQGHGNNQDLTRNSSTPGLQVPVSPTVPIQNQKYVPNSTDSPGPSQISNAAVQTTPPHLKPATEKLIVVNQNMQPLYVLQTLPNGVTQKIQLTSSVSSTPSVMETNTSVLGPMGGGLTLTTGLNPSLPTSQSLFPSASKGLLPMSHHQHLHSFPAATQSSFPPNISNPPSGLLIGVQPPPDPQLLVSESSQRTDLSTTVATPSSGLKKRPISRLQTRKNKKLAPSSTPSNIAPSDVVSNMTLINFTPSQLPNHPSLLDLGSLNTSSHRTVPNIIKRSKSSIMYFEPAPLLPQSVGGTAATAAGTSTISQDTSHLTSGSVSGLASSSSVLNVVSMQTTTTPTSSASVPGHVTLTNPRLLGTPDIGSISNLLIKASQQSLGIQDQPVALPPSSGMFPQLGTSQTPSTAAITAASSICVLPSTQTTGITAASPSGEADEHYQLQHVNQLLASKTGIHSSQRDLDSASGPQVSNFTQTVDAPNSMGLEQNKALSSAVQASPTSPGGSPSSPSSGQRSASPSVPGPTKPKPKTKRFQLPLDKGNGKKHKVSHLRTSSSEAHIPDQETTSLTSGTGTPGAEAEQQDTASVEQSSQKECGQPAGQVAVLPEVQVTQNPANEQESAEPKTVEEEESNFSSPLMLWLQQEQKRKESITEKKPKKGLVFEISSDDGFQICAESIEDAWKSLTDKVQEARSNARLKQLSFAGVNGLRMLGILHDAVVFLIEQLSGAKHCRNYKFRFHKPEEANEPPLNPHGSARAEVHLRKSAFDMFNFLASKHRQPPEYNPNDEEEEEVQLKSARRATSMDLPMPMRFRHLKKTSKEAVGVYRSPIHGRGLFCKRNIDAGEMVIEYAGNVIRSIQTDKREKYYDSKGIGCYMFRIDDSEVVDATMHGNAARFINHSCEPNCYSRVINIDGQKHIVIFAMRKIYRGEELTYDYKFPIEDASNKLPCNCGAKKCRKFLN
#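 Fluorescence polarization: 7 uM MLL-CXXC (stock) preincubated 5 min with compounds, then 50 nM fluorescein-HOX-A9 DNA (stock) added; 30 min ambient. Buffer 50 mM Tris-HCl pH 7.5, 50 mM NaCl, 1 mM DTT, 0.05% BSA.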
# FLuc modulator: qHTS profiling assay for firefly luciferase inhibitor/activator using purifed enzyme and Km concentrations of substrates (counterscreen for miR-21 project); Luciferin 4-monooxygenase (Photinus pyralis), P08659; Potency, µM (top dose mostly 57.5 µM), for inactives: top-dose activity change, negative = inhibition, most hits filed as inhibitors; 360,000 compounds, 6.9% hits; purified FLuc, Km substrates, luminescence inhibition; AID 588342, 2011;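 note: plate controls were vehicle for no effect and reference inhibitor for full effect; nearly all actives have a fitted effect of over 55% in size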
#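 Biochemical qHTS of compounds, final roughly 60 µM downward over six points, against 10 nM purified firefly luciferase using Km concentrations of substrates (10 uM D-luciferin, 10 uM ATP) in Tris acetate pH 7.5 buffer; luminescence output.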
# The depositor's hits bear a star; ? = inconclusive; . = not tested or not shown; & = joins results of further samples; [ ] = another dose, or the depositor's remark. Unless noted, calls come from the whole dose curve; as a rule, active = well fitted curve in the direction sought with a large enough effect; inconclusive = small, poorly fitted or top-dose-only effect, or another doubt; inactive = no such curve, though single readings can be large; an effect the other way counts as inactive or inconclusive. Potency is the fitted concentration of half-maximal effect. Some of the compounds tested, so the mix of outcomes need not match the whole.
SMILES,NPC1 promoter act,RORg inh,p53 reactivation,Rab9 promoter act,MBNL1 CUG block,uPA surface inh,BRCA1 expr up,ELG1 genotox,VP16 counter,CXXC DNA block,FLuc modulator
C=C(C)c1cccc(C(C)(C)NC(=O)Nc2cccnc2)c1,-1%,?,.,0%,1%,5%,-6%,0%,24%,-4%,-1%
COc1cc2c(cc1OC)/C(=C/C(=O)c1ccc([N+](=O)[O-])c(C)c1)NCC2,16%,0%,-2%,5%,15%,6%,-52%,4%,-2%,5%,?
CCCNC(=S)N1CC2(C)CN(C(=O)C(=O)OC)CC(C)(C1)C2=O,1%,2%,5%,-6%,0%,1%,-8%,-12%,2%,1%,-4%
Cc1nc(-c2cccs2)sc1C(=O)NN,-1%,?,-4%,1%,23%,-4%,-60%,-2%,?,-2%,-2%
Nn1c(SCC(=O)N2CCCc3ccccc32)nnc1-c1ccc(Cl)cc1,-6%,17%,-6%,-9%,1%,-1%,1%,-12%,-9%,2%,-6%
C/C(N)=C(/C#N)C(=O)CSc1cc(C)c2ccccc2n1,-1%,30%,5%,1%,5%,10%,13%,7%,-2%,?,-3%
O=C(N/N=C/c1ccncc1)c1ccccn1,?,24%,12%,?,?,2%,57%,?,-3%,-9%,?
O=C(O)CN1C(c2ccccc2)=Nc2ccc(Br)cc2C1c1ccccc1 (configuration not stated),0%,0%,-1%,-4%,11%,-2%,-13%,0%,7%,25%,-18%
O=S(=O)(NC1CCCC1)c1ccc(S(=O)(=O)NC2CCCC2)cc1,-1%,2%[10 µM],-4%,2%,8%,-8%,-23%,-3%,-7%,-15%,1%
COc1cccc(CNC(=O)CCS(=O)(=O)c2ccc3c(c2)NC(=O)C(C)S3)c1 (configuration not stated),0%,7%,-2%,-2%,2%,-10%,0%,-5%,-7%,3%,-1%
Cc1ccc(Sc2ncccc2C(=O)NC2CCCCCC2)cc1C,-3%,-11%,-4%,1%,-9%,2%,-24%,-1%,-4%,-2%,7%
CN(C)C(=O)/C(C#N)=C\c1cc(Br)c(Sc2ccc(Cl)cc2)o1,-6%,?,6%,9%,4%,0%,-61%,-10%,10µM*,2%,-4%
COCCn1c(SCC(=O)N(C)C2CCS(=O)(=O)C2)nc2ccccc2c1=O (configuration not stated),-8%,2%,4%,-12%,-6%,-13%,40%,-2%,-9%[10 µM],-3%,-1%
Clc1ccc(C(c2ccccc2Cl)C(Cl)Cl)cc1 (configuration not stated),-5%[46.1 µM],8%[10 µM],11%,-18%[46.1 µM],.,5%,15%,-1%,7%&-5%&-8%,4%,1%
O=C(c1cccc(Cl)c1)C1CCCN(Cc2ccc(N3CCNC3=O)cc2)C1 (configuration not stated),-3%,12%,-5%,11%,-16%,-6%,-2%,-12%,-5%,12%,1%
CC(=O)Nc1ccc(C(=O)NNC(=O)C2C3CCCCC32)cc1 (configuration not stated),2%,-1%,-5%,0%,-2%,4%,10%,15%,2%,1%,-1%
COc1cccc(CNC(=O)c2cccc(NC(=O)CC3SC(N4CCCCC4)=NC3=O)c2)c1 (configuration not stated),-1%,.,-3%,-4%,.,-5%,-11%,-3%,.,.,-23%
O=C(NCCCN1CCOCC1)c1cc(S(=O)(=O)N2CCOCC2)c(Cl)cc1Cl,0%,.,10%,1%,.,1%,-13%,-3%,.,.,-1%
CC(C)CC1(C(=O)NCCc2c[nH]c3ccccc23)C=CCN1C(=O)c1ccccc1 (configuration not stated),-4%,25%&19%,2%,-4%,-11%,15%,0%,2%,27%&-3%,17%,-16%
Cc1cc(C)c(S(=O)(=O)Nc2ccc(O)cc2)c(C)c1,-5%,16%,2%,3%,16%,-1%,-13%,-3%,-7%,4%,-2%
O=C(O)CN1C(=O)/C(=C/c2cccc(Cl)c2)Oc2ccccc21,-5%,-8%,4%,3%,-4%,-3%,42%,-1%,-4%,-5%,13µM*
CCN(CC)S(=O)(=O)c1ccc(NC(=O)c2ccc(N(C)S(C)(=O)=O)cc2)cc1,-25%,?,-4%,-34%[inhibitor],16%,-5%,-58%,-3%,-2%,3%,-7%
CCc1ccc(NC(=O)c2ccccc2Br)cc1,1.4µM*,3%,25%,2µM*,.,1%,3.2µM*,-13%,-2%,14%,11µM*
CSCCC(NC(=O)c1ccccc1Cl)C(=O)NCCOc1ccccc1 (configuration not stated),5%,.,7%,2%,.,0%,25%,2%,.,.,-15%
COCCNC(=O)CSc1cc(-c2ccccc2)c2ccc(OC)cc2n1,1%,-35%,11%,-1%,12%,-5%,-49%,-3%,7%,-9%,-6%
CN(C)c1ccc(C(=O)Nc2cc(C(F)(F)F)ccc2-n2cncn2)cc1,12%,13%,-2%,9%,49%[activator],4%,-17%,-6%,-9%,-7%,-3%
N#CC1(NC(=O)CN2c3cccc4cccc(c34)S2(=O)=O)CCCCC1,-8%,.,-8%,-7%,.,3%,-30%,0%,.,.,1%
Cc1cc(C)c(S(=O)(=O)n2nc(C)c(Br)c2C)c(C)c1,-3%,-7%,3%,-5%,?,1%,4%,-3%,-15%,3%,3%
Cc1ccccc1N(C)S(=O)(=O)c1nnc(NC(=O)c2ccccc2F)s1,-4%,21%,22%,1%,5%,4%,-1%,-4%,-2%,5%,6µM*
CSc1cccc(-n2cc(-c3ccc4c(c3)OCO4)[nH]c2=O)c1,5%,10%,?,?,12%,-14%,-51%,?,0%,-6%,21µM*
O=C(Nc1cccc(S(=O)(=O)N2CCCCC2)c1)c1cc2ccccc2o1,0%,.,10%,13%,.,-14%,-38%,-9%,.,.,8.5µM*
Cc1ccc(-n2c(=O)c3c4c(sc3n3c(=S)[nH]nc23)CCC4)cc1,-2%,11µM*,-3%,0%,.,-1%,-43%,-1%,-3%,-9%,5%
COc1ccccc1Nc1ccc(C(=O)NCc2cccs2)cn1,-3%,43%,1%,-2%,-6%,1%,16%,-8%,20%,-8%,-1%
O=C(NCCc1ccccc1)C1CCCN(S(=O)(=O)c2cccnc2)C1 (configuration not stated),-1%,31%,12%,0%,1%,0%,25%,0%,8%,6%,-2%
Oc1c(N=Nc2ccccc2)sc2ccccc12,?,-42%,11%,3.2µM*,?,-20%,60%,2.3µM*,?,4%,0.38µM*
NS(=O)(=O)c1ccc(CNC(=O)c2cc(=O)c3cc(Cl)ccc3o2)cc1,-2%,-16%,9%,3%,?,4%,1%,8%,-8%,16%,0%
CCCCn1c(-c2ccc(F)c(F)c2)nc2cc3[nH]c(=O)c(C(C)C)nc3cc21,1%,16%,.,8%,25%,-1%,-11%,-2%,-2%,1%,-17%
CCn1c2ccccc2c2cc(C3C(C#N)=C(N)Oc4n[nH]c(COC)c43)ccc21 (configuration not stated),-3%,?,-8%,-8%,1%,?,-100%[inhibitor],-12%,?,8%,8%
CCCc1cc(=O)n2nc(N3CCC(C(=O)Nc4c(F)c(F)c(F)c(F)c4F)CC3)sc2n1,-4%,26%,7%,2%,-5%,-1%,-50%,2%,3%,14%,2%
COCCCn1c(SCC(=O)OC2CCCCC2)nnc1-c1ccco1,1%,-20%,22%,3%,-9%,.,-1%,-2%,-10%,-2%,12µM*
CC1CC(C)(C)NC(=S)N1CC(=O)NCc1ccc2c(c1)OCO2 (configuration not stated),-3%,-19%,-1%,-7%,-1%,1%,-2%,-1%,-16%,7%,-2%
Cc1nc2ccccc2c(=O)n1CCc1ccc(O)cc1,-4%,-1%,1%,0%,-3%,-1%,-1%,-4%,4%,9%,0%
CSc1ccc(S(=O)(=O)NCCCn2ccnc2)cc1,-3%,29%,.,-8%,-6%,2%,-8%,-2%,-6%,-1%,-3%
CCc1ncc(C)nc1CC,0%,6%,0%,-2%,-3%,8%,5%,1%,3%,20%,-1%
CN(Cc1cnccn1)C(=O)c1cc(COc2cccc(C(F)(F)F)c2)on1,21%,.,.,30%,-4%,1%,79%,5%,.,5%,-18%
O=C(NC1CCCc2ccccc21)c1ccc(=O)[nH]c1 (configuration not stated),0%,-14%,1%,-3%,17%,2%,5%,-4%,-15%,-9%,-5%
